Source: PubChem BioAssay (National Center for Advancing Translational Sciences (NCATS))
Mito fusion act: qHTS Assay for Small Molecule Inhibitors of Mitochondrial Division or Activators of Mitochondrial Fusion. S. cerevisiae fusion-defective mutant growth rescue, CellTiterGlo 48 h. Potency, µM (top dose mostly 46.1 µM), without a hit: top-dose growth rescue (activation), actives largely listed as activators. hit rate 0.23% among 320,000. AID 485298, 2010;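 further: potency means the concentration at half of the fitted maximal effect; % of control where 0% means no effect; nearly all actives have a fitted effect of over 45% in size; temperature-sensitive fusion mutants such as fzo1-1 at 37 °C on non-fermentable ethanol glycerol medium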
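Read-out: ATP-based luminescence (CellTiterGlo, 10 min ambient) reporting growth of fusion-defective ts yeast after 48 hours at 37C on glycerol/ethanol YPEG medium in the presence of compound.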
BCR signal inh: qHTS Assay to Find Inhibitors of Chronic Active B-Cell Receptor Signaling | Potency, µM (titrated, usually from 46.1 µM), for inactives: top-dose ratio change, negative = lower green/red ratio, usual class: inhibitors | hit rate 0.05% among 340,000 | ABC-DLBCL IkBa-CBG/CBR reporter, luminescence ratio, 4 h; active means well fitted inhibition curve with a large enough effect in the signal ratio, with a control signal flat, not every such curve was filed as active; inconclusive means small, poorly fitted or top-dose-only effect, or effect the other way, or a change in a side signal; the % refers to the signal ratio;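 further: potency means the concentration at half of the fitted maximal effect; plate controls were basal doxycycline-induced cells for no effect and cells given 10 µM MG132 for full effect; MG132 reads +100%, hits lower the ratio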
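TMD8 ABC-DLBCL cells carrying doxycycline-inducible green luciferase fused to IkappaBalpha plus unfused red luciferase were exposed to compounds (up to 46 uM) for 4 hrs at 37C. Activity came from the overlap-corrected green/red luminescence ratio.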
Menin-MLL TR inh: qHTS Assay for Inhibitors Targeting the Menin-MLL Interaction in MLL Related Leukemias: Competition With Texas Red Labeled MLL-derived Mutant Peptide; Menin + Texas Red MLL mutant peptide, fluorescence polarization; hit rate 0.23% among 270,000; Potency, µM (highest dose often 61.6 µM), for the others: top-dose FP activity change, negative = inhibition, actives largely listed as inhibitors; AID 1768, 2009; O00255; active means well fitted inhibition curve with a large enough effect in the polarisation, with a control signal flat, not every such curve was filed as active; inconclusive means small, poorly fitted or top-dose-only effect, or effect the other way, or a change in a side signal; inactive means no such curve, though single readings can be large or run the other way; the % refers to the polarisation; further: potency means the concentration at half of the fitted maximal effect; % of control where 0% means no effect; many of its hits are not listed in these tables
USP2a inh: qHTS Assay for Inhibitors of Ubiquitin-specific Protease USP2a Using CHOP2 as the Reporter; Potency, µM (doses to about 38.3 µM), inactives show at the highest dose activity change, negative = inhibition, actives largely listed as inhibitors; hit rate 0.01% among 330,000; USP2 core, Ub-CHOP2 coupled fluorogenic reporter, 485/531; AID 463254, 2010; Ubiquitin carboxyl-terminal hydrolase 2 (Homo sapiens), O75604;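 further: potency means the concentration at half of the fitted maximal effect; plate controls were DMSO wells for no effect and full inhibition by NEM control for full effect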
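Deubiquitinase activity read as fluorescence (485/531 nm) after Ub-CHOP2 cleavage activates the enterokinase reporter on its substrate; USP2 core 10nM, Ub-CHOP2 and substrate 25nM each, 30min compound preincubation then 60min RT; data normalized to NEM, curves fitted.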
GALK inh: qHTS Assay for Inhibitors of Human Galactokinase (GALK); P51570; Purified GALK, Kinase-Glo residual ATP luminescence; Potency, µM (series often up to 57.5 µM), inactives show at the top dose activity change, negative = inhibition, most hits filed as inhibitors; hit rate 0.007% among 270,000; further: potency means the concentration at half of the fitted maximal effect; on the % scale 0 is the no-effect control and ±100 the full control effect
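5 nM enzyme, 35 uM ATP, 100 uM galactose, 20 mM HEPES pH8.0, 5 mM MgCl2; 1 h RT; residual ATP by Kinase-Glo Plus luminescence, qHTS format.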
Eya2 phos inh: qHTS Assay for Inhibitors of the Phosphatase Activity of Eya2; Potency, µM (top dose mostly 76.9 µM), without a hit: at the highest dose activity, negative = inhibition, hits mostly inhibitors; recombinant Eya2, OMFP fluorescence dephosphorylation (OMFP is methylfluorescein phosphate); hit rate 0.006% among 330,000; further: potency means the concentration at half of the fitted maximal effect; on the % scale 0 is the no-effect control and ±100 the full control effect
Target sequence (O00167 whole entry, looked up): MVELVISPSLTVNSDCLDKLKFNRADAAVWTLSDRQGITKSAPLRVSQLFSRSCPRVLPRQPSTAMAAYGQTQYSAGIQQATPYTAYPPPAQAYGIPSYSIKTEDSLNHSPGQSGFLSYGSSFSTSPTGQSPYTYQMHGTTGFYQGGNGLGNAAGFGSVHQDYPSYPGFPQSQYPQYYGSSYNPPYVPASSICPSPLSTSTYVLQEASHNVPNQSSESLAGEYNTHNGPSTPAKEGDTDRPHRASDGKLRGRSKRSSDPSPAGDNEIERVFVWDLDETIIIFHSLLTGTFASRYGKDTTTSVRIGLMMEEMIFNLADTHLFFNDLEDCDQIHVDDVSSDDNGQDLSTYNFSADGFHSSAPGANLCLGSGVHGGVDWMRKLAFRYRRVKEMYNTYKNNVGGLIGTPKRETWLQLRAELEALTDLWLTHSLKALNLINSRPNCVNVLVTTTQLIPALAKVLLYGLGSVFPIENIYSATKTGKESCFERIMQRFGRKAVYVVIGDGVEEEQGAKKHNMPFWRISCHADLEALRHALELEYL
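Eya2 protein (added as 0.2 uM solution) was preincubated with compound for 10 min at ambient temperature in 50 mM HEPES pH 7.5, 50 mM NaCl, 5 uM MgCl2, 0.05% BSA, 1 mM DTT. OMFP (added at 50 uM) then reacted 10 min; fluorescence read at 485/525 nm.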
PKM2 act: qHTS Assay for Activators of Human Muscle isoform 2 Pyruvate Kinase; hit rate 0.34% among 260,000; Potency, µM (highest dose often 57.5 µM), for the others: at the top dose activation, most hits filed as activators; Pyruvate kinase PKM (Homo sapiens), P14618; purified PKM2, Kinase-Glo ATP luminescence, activation; response scale: 0% is enzyme alone, no compound; further: potency means the concentration at half of the fitted maximal effect; on the % scale 0 is the no-effect control and ±100 the full control effect; nearly all actives have a fitted effect of over 55% in size
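ATP formation by purified human PK-M2, quantified via coupled luciferase luminescence after 1 h at room temperature with 0.1 mM ADP and 0.5 mM PEP final.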
MBNL1-CUG inh: qHTS Assay for Inhibitors of MBNL1-poly(CUG) RNA binding; Muscleblind-like protein 1 (Homo sapiens), Q9NR56; TR-FRET MBNL1-His/biotin-(CUG)12 binding, 665/545 ratio; Potency, µM (titrated, usually from 57.5 µM), inactives show at the highest dose activity change, negative = inhibition, most hits filed as inhibitors; hit rate 0.036% among 280,000; active means well fitted inhibition curve with a large enough effect in the signal ratio, with a control signal flat, not every such curve was filed as active; inconclusive means small, poorly fitted or top-dose-only effect, or effect the other way, or a change in a side signal; inactive means no such curve, though single readings can be large or run the other way; the % refers to the signal ratio; further: potency means the concentration at half of the fitted maximal effect; on the % scale 0 is the no-effect control and ±100 the full control effect
Target sequence (Q9NR56 whole entry, looked up): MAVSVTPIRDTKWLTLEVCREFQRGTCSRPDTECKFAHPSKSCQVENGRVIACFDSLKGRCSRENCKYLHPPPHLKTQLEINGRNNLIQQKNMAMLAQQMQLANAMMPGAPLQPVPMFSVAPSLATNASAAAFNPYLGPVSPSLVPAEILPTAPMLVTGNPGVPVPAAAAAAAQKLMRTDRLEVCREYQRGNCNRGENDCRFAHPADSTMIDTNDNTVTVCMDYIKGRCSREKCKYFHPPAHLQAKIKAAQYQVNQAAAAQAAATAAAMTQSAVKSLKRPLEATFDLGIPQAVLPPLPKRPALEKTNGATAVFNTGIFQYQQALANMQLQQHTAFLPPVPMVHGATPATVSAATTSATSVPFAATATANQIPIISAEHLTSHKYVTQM
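TR-FRET readout: Ex 340 nm, 665/545 nm emission ratio, normalized to buffer-only (basal) and MBNL1-(CUG)12 controls. Complex of MBNL1-His with Biotin-(CUG)12, compounds 92 nM–58 uM, incubated 60 min at room temperature.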
KCNH2 WT inh: qHTS for Inhibitors of KCHN2 3.1: Wildtype qHTS. Voltage-gated inwardly rectifying potassium channel KCNH2 (Homo sapiens), Q12809. U2OS, BacMam KCNH2, thallium flux FluxOr; hits give low values. activity change, % at 1.84 µM. hit rate 0.37% among 340,000;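 active means maximum activity change below -70%; inconclusive means maximum activity change between -70% and -50%; inactive means maximum activity change above -50%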; further: on the % scale 0 is the no-effect control and ±100 the full control effect
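U2OS cells were transduced with wild-type KCNH2 virus (2.03 x 10^8 / mL) for 4 h at room temperature, then cultured overnight at 37 C. Thallium flux was read with FluxOr dye. Rate constants were normalized to DMSO controls.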
TSHR antag: Antagonists of the Thyroid Stimulating Hormone Receptor: HTS campaign; Thyrotropin receptor (Homo sapiens), P16473; TSHR-expressing cells, TSH-stimulated cAMP HTRF, 2 h; hits give low values; activity change, negative = inhibition, % at 11.5 µM; hit rate 0.2% among 330,000;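 active means activity change below a set negative limit, meaning inhibition stronger than a set level, cut at about -70% in these data; inconclusive means activity change between two set negative limits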; further: on the % scale 0 is the no-effect control and ±100 the full control effect
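Competitive HTRF cAMP read-out (cryptate anti-cAMP antibody, cAMP-d2; 30 min, room temperature) in freshly harvested TSHR cells. Compounds added before TSH at EC80 (4nM final), followed by 2 hours' incubation at 37 deg C.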
ASM inhibitor: Inhibitors of Secretory Acid Sphingomyelinase (S-ASM): qHTS. placental ASM, HMU-PC fluorogenic substrate, 60 min. hit rate 0.006% among 340,000. Potency, µM (highest dose often 57.5 µM), without a hit: at the top dose activity change, negative = inhibition, most hits filed as inhibitors. Sphingomyelin phosphodiesterase (Homo sapiens), P17405; further: potency means the concentration at half of the fitted maximal effect
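HMU-PC0 cleavage (9 uM final) by human placental ASM, 60 min at 37 °C following 10 min compound exposure at RT; stopped at pH 10, fluorescence Ex 386/Em 447 nm.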
The depositor's hits bear a star; i = inactive; ? = inconclusive; · = not tested or not shown; [ ] = dose if it differs, or a comment. Unless noted, the call rests on the fitted dose curve; in most records, active means well fitted curve in the direction sought with a large enough effect; inconclusive means small, poorly fitted or top-dose-only effect, or another doubt; inactive means no such curve, though single readings can be large; an effect the other way counts as inactive or inconclusive. This is a subset, so the mix of outcomes need not match the whole.

SMILES	Mito fusion act	BCR signal inh	Menin-MLL TR inh	USP2a inh	GALK inh	Eya2 phos inh	PKM2 act	MBNL1-CUG inh	KCNH2 WT inh	TSHR antag	ASM inhibitor
CC(=O)N(C)c1ccc(N=C2C(=O)Nc3ccccc32)cc1	-13%	1%	-16%	-1%	4%	2%	·	?	11	2	0%
CCOC(=O)c1nc(C)nc(Sc2n[nH]c(-c3cc(C(F)(F)F)cc(C(F)(F)F)c3)n2)c1C	1%	-4%	·	3%	-2%	-3%	-2%	-5%	-2	-36	-18%
O=C(Nc1c2c(nn1-c1ccccc1)CSC2)c1ccc(N2C(=O)CCC2=O)cc1	-3%	-1%	13%	2%	4%	3%	-11%	-3%	-5	0	0%
CCSc1nnc(N2C(=O)c3ccc(C(=O)c4ccc(C(=O)O)cc4)cc3C2=O)s1	-1%	-2%	-20%	6%	-6%	6%	-4%[11.5 µM]	?	-1	-7	1%
O=C(Cc1cccc(NC(=O)C2CCCN(C(=O)C3CCCCC3)C2)c1)Nc1cccc(C(=O)N2CCCC2)c1 (stereo unspecified)	3%	7%	·	1%	·	5%	·	·	0	22	-1%
Cc1ccc(C)c(-n2cc(CNCCc3cnccn3)c(-c3ccccc3)n2)c1	-1%	?	?	1%	1%	-13%	13%	-2%	7	23	0%
COc1cccc(-n2nnnc2S(C)(=O)=O)c1	-22%	?	0%	-1%	1%	-4%	3%	-3%	4	-24	7%
CCOc1cccc(CNCc2ccc(C(=O)O)cc2)c1	10%	-7%	7%	0%	-1%	0%	-7%	-1%	8	15	2%
CCOC(=O)C1(CCOC)CCN(C(=O)Cc2ccsc2)CC1	5%	-1%	3%	0%	-1%	7%	0%	-8%	-1	1	5%
CC1CCN(S(=O)(=O)c2ccc3[nH]c(=O)c(=O)[nH]c3c2)CC1	0%	-3%	?	3%	-2%	6%	5%	-9%	-19	9	0%
Cc1ccc(S(=O)(=O)N(CC(=O)c2ccccc2)C(=O)N2CCN(C)CC2)cc1	-2%	8%	·	-1%	·	1%	·	·	27	-7	-3%
Cc1nc2ccc(NC(=O)Cc3ccsc3)cc2s1	-8%	22%	2%	-2%	-3%	-27%	-2%	-13%	13	-8	3%
CC(C)(C)c1ccc(-c2nc(C#N)c(NCCCn3ccnc3)o2)cc1	5%	?	·	-2%	1%	-12%	-10%	-4%	-3	2	0%
CC(NC(=O)Cc1ccc(-c2ccccc2)cc1)c1ccccc1 (stereo unspecified)	-14%	3%	-3%	1%	0%	4%	2%	-1%	-7	-12	-2%
O=C([C@@H]1CCCN1C(=O)c1cccs1)N1CCN(S(=O)(=O)c2cccc(F)c2)CC1	0%	1%	·	3%	·	-15%	·	·	-3	-34	6%
Cn1cc(/C=C2\SC(=S)N(NC(=O)c3ccccc3Cl)C2=O)c2ccccc21	2%	-13%	?	19%	0%	4%	-6%	?	-21	0	-24%
COc1cc(/C=N/NC(N)=O)ccc1OCC(=O)N1C(C)CCCC1C (stereo unspecified)	27%	?	-1%	1%	1%	1%	3%	10%	1	-2	4%
COc1ccccc1/C=C/C=N/n1c(-c2ccco2)n[nH]c1=S	-2%	?	·	-1%	-1%	-21%	29%	·	5	-13	-1%
CC1=NN(C(N)=S)C(=O)C1N=Nc1ccc(Br)cc1 (stereo unspecified)	14%	?	?	-1%	0%	-5%	2%	19%	21	-20	-6%
O=C(c1cccc(S(=O)(=O)NCCOc2ccccc2)c1)N1CCN(c2ncccn2)CC1	3%	-4%	4%	0%	-3%	1%	0%	-6%	-5	-20	-1%
Cc1oc(-c2ccccc2)nc1C(=O)OCC(=O)NC(=O)NCC(C)C	0%	-5%	2%	0%	0%	1%	-1%	10%	3	20	1%
CCSc1nnc(NC(=O)C2CC=CCC2C(=O)O)s1 (stereo unspecified)	-4%	0%	2%	-1%	-3%	0%	-1%	-1%	-6	-1	3%
CCOC(=O)C1CCN(C(=O)COC(=O)c2c(C)c(CC)nc3ccccc23)CC1	·	?	·	?	·	-1%	·	·	-4	·	-2%
Cc1ccc2c(c1)N(C(=O)CCC(=O)N1CCC(C(N)=O)CC1)CCO2	2%	-3%	11%	0%	·	-5%	0%	-3%	3	0	1%
O=C(Nc1cccc(F)c1)c1ccc(CSc2ccccc2)o1	?	?	-16%	-11%	-4%	-7%	-1%	4%	i	?	2%

In the list so far, these have an NH in an aromatic ring.
SMILES	Mito fusion act	BCR signal inh	Menin-MLL TR inh	USP2a inh	GALK inh	Eya2 phos inh	PKM2 act	MBNL1-CUG inh	KCNH2 WT inh	TSHR antag	ASM inhibitor
CCOC(=O)c1nc(C)nc(Sc2n[nH]c(-c3cc(C(F)(F)F)cc(C(F)(F)F)c3)n2)c1C	1%	-4%	·	3%	-2%	-3%	-2%	-5%	-2	-36	-18%
CC1CCN(S(=O)(=O)c2ccc3[nH]c(=O)c(=O)[nH]c3c2)CC1	0%	-3%	?	3%	-2%	6%	5%	-9%	-19	9	0%
COc1ccccc1/C=C/C=N/n1c(-c2ccco2)n[nH]c1=S	-2%	?	·	-1%	-1%	-21%	29%	·	5	-13	-1%

Other records:
SMILES	Mito fusion act	BCR signal inh	Menin-MLL TR inh	USP2a inh	GALK inh	Eya2 phos inh	PKM2 act	MBNL1-CUG inh	KCNH2 WT inh	TSHR antag	ASM inhibitor
Cc1ccc(CSc2nnc(C)c(=O)[nH]2)cc1	7%	-18%	-1%	2%	-1%	-12%	-3%	-8%	·	-4	1%
CC(=O)c1csc(Nc2ccccc2Cl)n1	3%	?	·	3%	1%	-3%	-10%	·	3	7	-1%
COc1ccc(-c2nc(CS(=O)(=O)CC(=O)Nc3ccc(Cl)cc3)c(C)o2)cc1	14%	-19%	-15%	0%	0%	6%	0%	9%	-6	7	-22%
O=C(c1cccc(F)c1)N(Cc1nc2ccccc2c(=O)[nH]1)C1CCCC1	17%	8%	?	8%	1%	4%	0%	-2%	-4	3	2%
CCNc1ccc(S(=O)(=O)N(C)C)cc1NCC(=O)Nc1ccccc1F	-2%	-12%	6%	-1%	0%	11%	4%	9%	-4	1	1%
O=C1CC(N2CCC(C(=O)N3CCCCC3)CC2)C(=O)N1 (stereo unspecified)	-4%	7%	-2%	-2%	2%	-11%	-9%	-11%	-1	-6	1%
Cc1ccc(S(=O)(=O)N2CCN(C(=O)c3cc(S(=O)(=O)N(C)C)ccc3N3CCCC3)CC2)cc1	-4%	0%	·	1%	·	10%	·	·	-2	4	-2%
CN(Cc1ccccc1)C(=O)COC(=O)c1cc(=O)c2ccccc2o1	·	-4%	·	3%	·	1%	·	·	-5	-19	4%
COc1ccc(OCc2cc(C(=O)N3CCN(C4CCCC4)CC3)no2)c(Cl)c1	-8%	-1%	·	0%	1%	-3%	-2%	-5%	2	-18	-1%
CCCCn1c(N)c(N(CC(C)C)C(=O)CSCc2c(C)noc2C)c(=O)[nH]c1=O	-5%	6%	·	-6%	·	-21%	·	·	-6	-8	20%
COc1cc(NC(=O)CN2C(=O)NC3(CCOc4ccccc43)C2=O)cc(OC)c1 (stereo unspecified)	-2%	0%	·	0%	·	18%	·	·	-11	6	4%
